Chronic BCR inh – inhibitors of chronic active B-cell receptor signaling; AID 493014; 0.05% of 340,000 active; Potency, µM (series often up to 46.1 µM), inactives show at the highest dose ratio change, negative = lower green/red ratio, actives largely listed as inhibitors; ABC-DLBCL IkBa-CBG/CBR reporter, luminescence ratio, 4 h; active = well fitted inhibition curve with a large enough effect in the signal ratio, with a control signal flat, not every such curve was filed as active; inconclusive = small, poorly fitted or top-dose-only effect, or effect the other way, or a change in a side signal; the % refers to the signal ratio;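 also: potency is read from the fitted curve at half-maximal effect; plate controls were basal doxycycline-induced cells for no effect and cells given 10 µM MG132 for full effect; MG132 reads +100%, hits lower the ratio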
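Concentration-response series (up to 46 uM) were applied to TMD8 dual-reporter cells for 4 h at 37C with doxycycline. Green/red ratio, after filter-overlap correction, defined %Activity; red signal alone was normalised to basal cells and zero luminescence.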
S-ASM inh – blocks human secretory acid sphingomyelinase. Potency, µM (highest dose often 57.5 µM), for the others: at the top dose activity change, negative = inhibition, most hits filed as inhibitors. 0.006% of 340,000 active. placental ASM, HMU-PC fluorogenic substrate, 60 min; also: potency is read from the fitted curve at half-maximal effect
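Human placenta-derived ASM enzyme was preincubated with compound for 10 minutes at room temperature, then given fluorogenic substrate HMU-PC0 (9 uM final) for 60 minutes at 37 °C; a pH 10 stop preceded fluorescence reading at Ex 386/Em 447 nm.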
Integrin act MD – activators of alpha7 integrin expression for muscular dystrophy; alpha7betagal myoblasts, beta-gal FDG fluorescence, 48 h; Potency, µM (titrated, usually from 38.3 µM), for inactives: top-dose activation, actives largely listed as activators; 0.064% of 350,000 active;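 also: potency is read from the fitted curve at half-maximal effect; 100% = response of the positive control SU9516; nearly all actives have a fitted effect of over 60% in size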
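Alpha7betagal+/- myoblasts (passage 13) were plated 16-24 hr, then exposed to compounds (1:260 dilution of DMSO stock) for 48 hours at 37C. After MPER lysis, β-galactosidase reporter activity was read as FDG fluorescence (ex 480/em 540) after 30 minutes.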
Eya2 inh – inhibitors of human Eya2 phosphatase activity | O00167 | recombinant Eya2, OMFP fluorescence dephosphorylation (OMFP is methylfluorescein phosphate) | Potency, µM (top dose mostly 76.9 µM), for the others: top-dose activity, negative = inhibition, usual class: inhibitors | 0.006% of 330,000 active; also: potency is read from the fitted curve at half-maximal effect; % is scaled to controls: 0 for no effect and ±100 for the full control effect
Target sequence (O00167 whole entry, looked up): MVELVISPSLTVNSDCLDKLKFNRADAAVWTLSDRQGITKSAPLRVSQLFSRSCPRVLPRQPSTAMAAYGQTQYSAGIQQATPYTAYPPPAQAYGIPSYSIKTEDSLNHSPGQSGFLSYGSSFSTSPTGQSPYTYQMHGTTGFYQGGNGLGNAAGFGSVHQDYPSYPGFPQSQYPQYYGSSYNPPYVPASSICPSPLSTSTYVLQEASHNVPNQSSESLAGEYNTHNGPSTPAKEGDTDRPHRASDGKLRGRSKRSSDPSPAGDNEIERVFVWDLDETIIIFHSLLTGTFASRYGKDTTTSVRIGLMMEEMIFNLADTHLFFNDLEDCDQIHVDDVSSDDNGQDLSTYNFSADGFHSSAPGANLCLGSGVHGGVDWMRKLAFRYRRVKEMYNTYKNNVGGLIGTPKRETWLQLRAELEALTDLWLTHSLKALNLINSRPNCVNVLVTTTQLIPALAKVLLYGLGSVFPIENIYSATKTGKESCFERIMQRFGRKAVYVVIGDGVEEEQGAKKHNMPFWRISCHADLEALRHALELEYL
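Eya2 (0.2 uM) preincubated 10 min at ambient with compound, then OMFP substrate added at 50 uM; 10 min reaction in 50 mM HEPES pH 7.5, 50 mM NaCl, 5 uM MgCl2, 0.05% BSA, 1 mM DTT. Fluorescence read at Ex 485/Em 525 nm.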
ELG1 DNA repair – inhibitors of ELG1-dependent DNA repair in HEK293T cells. HEK293T ELG1-luciferase reporter, luminescence, 16 h; DNA damage induced by 5-fluorouridine. Potency, µM (titrated, usually from 46.1 µM), for inactives: top-dose activity change, negative = inhibition, usual class: inhibitors. 2.3% of 330,000 active. AID 504467; also: potency is read from the fitted curve at half-maximal effect; % is scaled to controls: 0 for no effect and ±100 for the full control effect; nearly all actives have a fitted effect of over 55% in size
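DMSO vehicle served as the neutral condition. Each well held 2,000 cells given 5-fluorouridine plus compound; after 16 hr at 37 °C/5% CO2, ONE-Glo was added and luciferase measured 30 min later.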
Tb PFK inh – inhibitors of T. brucei phosphofructokinase | T. brucei PFK, ADP-Glo luminescence | Potency, µM (series often up to 57.5 µM), without a hit: at the highest dose activity, negative = inhibition, hits mostly inhibitors | 0.17% of 330,000 active | AID 485367;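 also: potency is read from the fitted curve at half-maximal effect; 0% = uninhibited 1x PFK enzyme wells and -100% = no-enzyme wells; nearly all actives have a fitted effect of over 60% in size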
Target sequence (O15648 whole entry, looked up): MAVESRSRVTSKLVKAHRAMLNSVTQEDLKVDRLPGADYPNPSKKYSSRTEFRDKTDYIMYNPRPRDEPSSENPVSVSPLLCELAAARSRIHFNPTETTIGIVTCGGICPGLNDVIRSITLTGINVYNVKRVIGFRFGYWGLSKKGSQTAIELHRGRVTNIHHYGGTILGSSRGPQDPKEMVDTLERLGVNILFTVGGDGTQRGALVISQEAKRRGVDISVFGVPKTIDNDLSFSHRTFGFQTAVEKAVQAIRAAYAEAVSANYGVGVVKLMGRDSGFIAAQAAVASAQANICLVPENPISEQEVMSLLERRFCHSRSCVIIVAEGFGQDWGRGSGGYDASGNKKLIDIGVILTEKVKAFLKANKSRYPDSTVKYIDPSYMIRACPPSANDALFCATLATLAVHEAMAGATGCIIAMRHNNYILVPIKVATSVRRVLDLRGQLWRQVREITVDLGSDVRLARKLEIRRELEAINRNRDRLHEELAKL
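ADP-Glo luminescence quantified ADP after 45 min at room temperature, with 1.25 nM T. brucei PFK, 0.1 mM ATP and 0.5 mM fructose-6-phosphate in pH 8.0 TEA buffer. qHTS titrations up to 57 µM; curves classified by quality.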
Mito fusion yeast – blocks mitochondrial division or promotes mitochondrial fusion. Potency, µM (doses to about 46.1 µM), inactives show at the highest dose growth rescue (activation), actives largely listed as activators. 0.23% of 320,000 active. S. cerevisiae fusion-defective mutant growth rescue, CellTiterGlo 48 h;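 also: potency is read from the fitted curve at half-maximal effect; % of control where 0% means no effect; nearly all actives have a fitted effect of over 45% in size; temperature-sensitive fusion mutants such as fzo1-1 at 37 °C on non-fermentable ethanol glycerol medium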
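Yeast fusion mutant, YPEG (non-fermentable carbon), compound, 48 h at 37C non-permissive; CellTiterGlo added, 10 min RT, luminescence read. Rescued growth = division inhibition.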
TSHR antagonist – human thyrotropin receptor antagonism; P16473; TSHR-expressing cells, TSH-stimulated cAMP HTRF, 2 h; active compounds read low; AID 504810; activity change, negative = inhibition, % at 11.5 µM; 0.2% of 330,000 active;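 active = activity change below a set negative limit, meaning inhibition stronger than a set level, cut at about -70% in these data; inconclusive = activity change between two set negative limits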; also: % is scaled to controls: 0 for no effect and ±100 for the full control effect
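Read-out is FRET at 665 nm (cryptate excitation 337 nm) from a cryptate-tagged anti-cAMP antibody, competed by cell cAMP against cAMP-d2. Compounds are tested on freshly harvested TSHR cells challenged with 4nM TSH (EC80) for 2 hours at 37 deg C.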
PTAP TSG101 blk – blocks PTAP/TSG101 interaction to inhibit HIV-1 budding. Fluorescence polarization, FITC-PTAP peptide / Tsg101 binding. 340,000 tested, under 10 active. Q99816. Potency, µM (titrated, usually from 115 µM), for inactives: at the top dose activity change, negative = inhibition, actives largely listed as inhibitors; active = well fitted inhibition curve with a large enough effect in the main read-out, with a control signal flat, not every such curve was filed as active; inconclusive = small, poorly fitted or top-dose-only effect, or effect the other way, or a change in a side signal; inactive = no such curve, though single readings can be large or run the other way; also: potency is read from the fitted curve at half-maximal effect; % of control where 0% means no effect
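FP read-out: FITC-PTAP peptide, 50 nM final, binding Tsg101 binding domain, 10 uM final; 20 min, r.t.; 10 mM HEPES pH 7.5, 0.15 M NaCl, 0.01% Tween 20, 3 mM EDTA, 0.1 mM TCEP.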
TCR act – T cell receptor activation; primary human leukocytes, anti-CD3, IL-2 HTRF, 48 h; Potency, µM (series often up to 9.22 µM), inactives show at the top dose activation of IL-2 secretion, actives largely listed as activators; 330,000 tested, under 10 active; AID 504894; also: % of control where 0% means no effect
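Human primary leukocytes + a-CD3 beads + cpd, 48 hr; IL-2 in supernatant by HTRF (ex 320nm / em 665nm). No co-stimulatory signal supplied.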
A-T KAP1 phos – candidate therapy for ataxia-telangiectasia. AID 485349. […] A-T fibroblasts, KAP-1 phosphorylation AlphaLISA; neocarzinostatin DNA damage 30 min before lysis. Potency, µM (top dose mostly 57.5 µM), without a hit: top-dose activation, hits mostly activators. 0.19% of 320,000 active; also: potency is read from the fitted curve at half-maximal effect; % of control where 0% means no effect; nearly all actives have a fitted effect of over 45% in size
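hTERT-immortalized A-T patient fibroblasts ([…]), 500 cells/well in OPTI-MEM, 1% FBS, got compounds for 60 min, then NCS for 30 min at 37C. Lysates were then assayed for phospho-KAP-1 by AlphaLISA (anti-pKAP1 donor, anti-KAP1 acceptor beads), 6 hr at 25C.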
Active calls of the source: *; ? = inconclusive; / = no result given; & = joins results of further samples; [ ] = dose if it differs, or a comment. Unless noted, calls follow the shape of the dose curve; as a rule, active = well fitted curve in the direction sought with a large enough effect; inconclusive = small, poorly fitted or top-dose-only effect, or another doubt; inactive = no such curve, though single readings can be large; an effect the other way counts as inactive or inconclusive.

SMILES	Chronic BCR inh	S-ASM inh	Integrin act MD	Eya2 inh	ELG1 DNA repair	Tb PFK inh	Mito fusion yeast	TSHR antagonist	PTAP TSG101 blk	TCR act	A-T KAP1 phos
COCCn1nnnc1C(c1cc2cc(C)ccc2[nH]c1=O)N1CCN(C2CCCCC2)CC1 (configuration not stated)	11%	13%	-12%	2%	0%	-20%	-2%	11	-9%	-3%	1%
NC(=O)c1ccc(Nc2nnc(-c3ccc(O)cc3)c3ccccc23)cc1	?	66%[activator]	-25%	5%	2%	10%	-3%	-6	0%	/	0%
O=C(O)C1CCCNC1 (configuration not stated)	6%	2%	/	-11%&5%	0%	0%	-8%&-3%	-9&0	2%	14%	23%
O=C(c1ccc(S(=O)(=O)NCC2CCCO2)cc1)N1CCN(c2ccccc2F)CC1 (configuration not stated)	3%	1%	10%	7%	-8%	0%	2%	-4	-7%	-2%	0%
CCOCCCNC(=O)C(NC(=O)c1ccc2c(c1)OCO2)c1ccccc1 (configuration not stated)	8%	8%	13%	?	11%	0%	2%	5	-1%	-2%	0%
O=C(CNC(=O)c1ccc(Cl)cc1Cl)OCc1cn2cc(Br)ccc2n1	-1%	-1%	11%	-3%	?	-2%	/	-5	-6%	-5%[46.1 µM]	-1%
COC(=O)C1=C(C)N(Cc2ccccc2)C(=NCCc2c[nH]c3ccccc23)N[C@H]1c1cccc(F)c1	?	-15%	-36%	-32%	29%	2%	/	11	-1%	14%	4%
CCOC(=O)c1c(-c2ccc(-c3ccccc3)cc2)csc1NC(=O)C1C2CCC(O2)C1C(=O)O (configuration not stated)	?	-10%	9%	6%	-6%	-4%	4%	-15	-5%	1%	4%
COc1cccc(C(=O)NC(=S)N2CCN(c3ccc(C(F)(F)F)cc3[N+](=O)[O-])CC2)c1	6%	-2%	-51%[inhibitor]	-1%	-20%	5%	-6%	-4	0%	0%[46.1 µM]	-1%
Cc1c(C(c2cc3c(cc2Br)OCO3)c2c(C)n(C)n(-c3ccccc3)c2=O)c(=O)n(-c2ccccc2)n1C	8%	-4%	32%	6%	15%	0%	1%	-16	-2%	4%	-4%
CCn1cc(S(=O)(=O)Nc2nc3ccc(OC)cc3s2)cn1	-3%	-2%	1%	-8%	9%	3%	1%	-8	-3%	-1%	1%
CC(=O)N1c2ccc(S(=O)(=O)N3CCC(C(=O)N4CC(C)CC(C)C4)CC3)cc2CC1C (configuration not stated)	8%	-2%	-32%	-9%	-25%	4%	8%	-2	-5%	-39%	-5%
O=C(NCc1cccc(C(F)(F)F)c1)c1cccc(S(=O)(=O)N2CCN(Cc3ccccc3)CC2)c1	-1%	-1%	-40%	-16%	9%	-1%	-1%	17	/	2%	-2%
Cc1ccc(S(=O)(=O)N2CCN(c3ccccc3)CC2)s1	0%	-2%	-2%	-24%	-6%	4%	/	/	-3%	1%	6%
O=C(NCCOc1ccccc1)C1=CC=CN2CCS(=O)(=O)N=C12	?	20%	13%	-5%	?	4%	/	8	2%	5%[46.1 µM]	-7%
CCS(=O)(=O)N1CCC(C(=O)NCCCN2CCC(Cc3ccccc3)CC2)CC1	-3%	1%	29%	-7%	-17%	1%	1%	3	-2%	10%	3%
Cc1cccc(/C=N/NC(=O)CNc2cccc3ccccc23)n1	?	-4%	-37%	-2%	22%	-2%	15%	-3	-2%	7%[46.1 µM]	2%
Cc1nn(CC(O)COc2ccc3c(c2)CCC3)c(C)c1C (configuration not stated)	?	-2%	-6%	-2%	9%	3%	-8%	-4	-7%	-1%	6%
CC(=O)CCc1ccc(OCC(O)CNC2CCCc3ccccc32)cc1 (configuration not stated)	-5%	3%	-5%	5%	0%	0%	-4%	9	-3%	4%[46.1 µM]	12%
CCCN1C(=O)C(Cc2nc3ccccc3c(=O)n2-c2ccccc2)c2ccccc21 (configuration not stated)	?	-5%	25%	-2%	-20%	2%	26%	11	-3%	5%[46.1 µM]	3%
N#Cc1c(N)c(C(=O)c2ccccc2)n2c1CCCC2	-3%	0%	-5%	0%	-5%	2%	7%	-6	-6%	-4%	-3%
Cc1cc(Cl)ccc1OCC(=O)NC1CCCC1	?	4%	7%	9%	16%	-5%	-3%	-8	-10%	4%	/
Cc1ccccc1CN1CCC(CNC(=O)Nc2ccc(F)cc2F)CC1	-9%	4%	12%	10%	2%	-14%	-8%	6	-6%	0%	17%
COc1ccccc1NS(=O)(=O)c1cc(C(=O)NCc2ccco2)ccc1C	5%	1%	-16%	-9%	1%	3%	-3%	-1	-1%	-7%	0%
CCCCOc1ccc(N2CC(C(=O)NCCc3ccc(OC)c(OC)c3)CC2=O)cc1 (configuration not stated)	?	14%	-21%	-25%	-21%	2%	4%	0	2%	4%	2%
Clc1ccc(-c2nc(-c3cc4cc(Cl)ccc4o3)cs2)cc1	1%	1%	?	11%	1%	-1%	1%	-1	-6%	0%	1%
O=C(COc1cccnc1[N+](=O)[O-])NCc1ccco1	2%	2%	-49%[inhibitor]	-3%	5%	0%	-1%	-2	-2%	5%	2%
Cc1ccccc1C(=O)NNC(=O)Cc1ccccc1	4%	-8%	6%	3%	8%	-1%	-1%	9	-7%	-13%	6%
O=c1c2ccccc2nc(SCc2cn3ccsc3n2)n1-c1ccccc1F	?	-5%	-24%	-1%	12%	3%	?	-18	-2%	-3%	/
CS(=O)(=O)N1CCC(C(=O)Nc2ccc3c(c2)OCCO3)CC1	-7%	4%	-16%	-17%	?	-7%	-1%	2	-4%	2%	/
CN(C)S(=O)(=O)c1cccc(NC(=O)c2ccc(N3CCCC3=O)cc2)c1	2%	1%	1%	10%	?	9%	/	/	-6%	-4%	7%
Cc1onc(-c2ccccc2Cl)c1C(=O)NCc1ccccc1F	7%	-1%	34%	-15%	-4%	1%	0%	5	-1%	0%	13%
Cc1ccn2c(NC3CCCCC3)c(-c3cccc(-c4cccc(Cl)c4)c3)nc2c1	13%	30%	-45%[inhibitor]	-3%	?	-7%	7%	-8	/	-1%	25µM*
Cc1ccc(OCC(=O)Nc2ccc(-n3cnnn3)cc2)c(C)c1	4%	-1%	3%	14%	5%	1%	1%	-9	-2%	1%	11%
CC1CCCCC1NC(=O)CCS(=O)(=O)c1ccc2c(c1)NC(=O)CS2 (configuration not stated)	7%	1%	4%	4%	1%	-9%	3%	8	-2%	-2%	-1%
CCOC(=O)N1CCN(S(=O)(=O)c2cc(Br)cc3c2N(C(=O)C2CC2)CC3)CC1	-4%	0%	-22%	15%	-25%	0%	5%	0	1%	10%	0%
COc1cc(C)c(NC(=O)C(=S)NCc2ccccc2)cc1C	?	-2%	?	2%	0%	-5%	-7%	4	-1%	-1%	-1%
c1cncc(-c2nc3c(ccc4ccccc43)[nH]2)c1	-6%	3%	-18%	9%	?	2%	2%	-1	-2%	8%	-2%
Cn1c(SCC(=O)N2CCOCC2)nnc1-c1ccc2ncccc2c1	-8%	5%	1%	-7%	29%	1%	-2%	2	4%	1%	-5%
COc1ccc2nc(SCC(=O)Nc3nccs3)[nH]c2c1	?	-2%	13%	2%	26%	0%	8%	3	-1%	5%	0%

Just Tb PFK inh and TCR act (two entries from above):
compound	Tb PFK inh	TCR act
Cn1c(SCC(=O)N2CCOCC2)nnc1-c1ccc2ncccc2c1	1%	1%
COc1ccc2nc(SCC(=O)Nc3nccs3)[nH]c2c1	0%	5%

From PubChem
